Eya2 inh – inhibitors of human Eya2 phosphatase activity; Potency, µM (series often up to 76.9 µM), for the others: at the top dose activity, negative = inhibition, usual class: inhibitors; hit rate 0.006% among 330,000; O00167; recombinant Eya2, OMFP fluorescence dephosphorylation (OMFP is methylfluorescein phosphate); further: potency means the concentration at half of the fitted maximal effect; on the % scale 0 is the no-effect control and ±100 the full control effect
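Eya2 (0.2 uM) preincubated 10 min at ambient with compound, then OMFP substrate added at 50 uM; 10 min reaction in 50 mM HEPES pH 7.5, 50 mM NaCl, 5 uM MgCl2, 0.05% BSA, 1 mM DTT. Fluorescence read at Ex 485/Em 525 nm.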
KCNH2 3.1 inh – inhibitors of human KCNH2 3.1 potassium channel isoform. hit rate 0.95% among 340,000. U2OS KCNH2 3.1, thallium flux FluxOr; hits give low values. AID 720553. activity change, % (tested at about 1.8 µM);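 active means maximum activity change below -70%; inconclusive means maximum activity change from -70% to -50%; inactive means maximum activity change above -50%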;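 further: thallium influx rate constant from kinetic fluorescence after stimulation buffer; on the % scale 0 is the no-effect control and ±100 the full control effect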
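We transduce U2OS cells with the mutant 3.1 virus, culture them overnight, load FluxOr with Red40 quencher for 45 min, then add stimulation buffer and read kinetically for 2 min to derive a normalized rate constant.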
hERG WT inh – KCNH2 (human, wildtype) channel inhibition; Q12809; U2OS, BacMam KCNH2, thallium flux FluxOr; hits give low values; activity change, % at 1.84 µM; hit rate 0.37% among 340,000; AID 720551;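 active means maximum activity change below -70%; inconclusive means maximum activity change between -70% and -50%; inactive means maximum activity change above -50%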; further: on the % scale 0 is the no-effect control and ±100 the full control effect
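U2OS cells transduced with wild-type KCNH2 virus are loaded with FluxOr dye for 45 min, and thallium flux is measured in kinetic reads before and after stimulation buffer. Rate constants are normalized to DMSO controls.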
ELG1 repair inh – inhibitors of ELG1-dependent DNA repair in HEK293T cells. HEK293T ELG1-luciferase reporter, luminescence, 16 h; DNA damage induced by 5-fluorouridine. Potency, µM (highest dose often 46.1 µM), for the others: top-dose activity change, negative = inhibition, usual class: inhibitors. hit rate 2.3% among 330,000; further: potency means the concentration at half of the fitted maximal effect; on the % scale 0 is the no-effect control and ±100 the full control effect; nearly all actives have a fitted effect of over 55% in size
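5-Fluorouridine DNA damage + compound/DMSO, 2,000 cells/well, 16 h, 37 °C/5% CO2. ONE-Glo, 30 min RT, luminescence. Readout = decrease in reporter signal.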
TSHR antag – blocks TSH signaling through the human TSH receptor. P16473. activity change, negative = inhibition, % at 11.5 µM. hit rate 0.2% among 330,000. TSHR-expressing cells, TSH-stimulated cAMP HTRF, 2 h; hits give low values;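 active means activity change below a set negative limit, meaning inhibition stronger than a set level, cut at about -70% in these data; inconclusive means activity change between two set negative limits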; further: on the % scale 0 is the no-effect control and ±100 the full control effect
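Competitive HTRF cAMP read-out (cryptate anti-cAMP antibody, cAMP-d2; 30 min, room temperature) in freshly harvested TSHR cells. Compounds added before TSH at EC80 (4nM final), followed by 2 hours' incubation at 37 deg C.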
Mito fusion act – inhibitors of mitochondrial division or activators of mitochondrial fusion | S. cerevisiae fusion-defective mutant growth rescue, CellTiterGlo 48 h | Potency, µM (titrated, usually from 46.1 µM), without a hit: at the top dose growth rescue (activation), usual class: activators | hit rate 0.23% among 320,000;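 further: potency means the concentration at half of the fitted maximal effect; % of control where 0% means no effect; nearly all actives have a fitted effect of over 45% in size; temperature-sensitive fusion mutants such as fzo1-1 at 37 °C on non-fermentable ethanol glycerol medium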
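Read-out: ATP-based luminescence (CellTiterGlo, 10 min ambient) reporting growth of fusion-defective ts yeast after 48 hours at 37C on glycerol/ethanol YPEG medium in the presence of compound.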
USP2a block – USP2a (human) protease inhibition; O75604; USP2 core, Ub-CHOP2 coupled fluorogenic reporter, 485/531; Potency, µM (doses to about 38.3 µM), for inactives: at the top dose activity change, negative = inhibition, most hits filed as inhibitors; hit rate 0.01% among 330,000; AID 463254;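 further: potency means the concentration at half of the fitted maximal effect; plate controls were DMSO wells for no effect and full inhibition by NEM control for full effect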
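USP2 core (10nM final) preincubated 30min RT with compound in 20mM Tris-HCl pH 8.0, 2mM CaCl2, 2mM beta-mercaptoethanol, 0.05% CHAPS; 25nM Ub-CHOP2 plus 25nM reporter substrate added, fluorescence (Ex485/Em531) read after 60min.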
TCR activator – activates T cell receptor signaling. primary human leukocytes, anti-CD3, IL-2 HTRF, 48 h. Potency, µM (series often up to 9.22 µM), without a hit: at the highest dose activation of IL-2 secretion, hits mostly activators. 330,000 tested, under 10 active. AID 504894; further: % of control where 0% means no effect
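Compounds are tested in HTS on primary human leukocytes co-incubated with a-CD3 beads for 48 hr. IL-2 output is measured by time-resolved FRET.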
TRPV1 ag – agonists of human vanilloid receptor 1 (TRPV1); AID 540275; activation, % at 8.33 µM; TRPV1-expressing cells, Fluo-8 calcium influx, agonist mode; hit rate 0.19% among 320,000; Q8NER1; in the data active means activation above about 80%; inconclusive means between about 30% and that limit; further: 0% is about no effect
Target sequence (Q8NER1 whole entry, looked up): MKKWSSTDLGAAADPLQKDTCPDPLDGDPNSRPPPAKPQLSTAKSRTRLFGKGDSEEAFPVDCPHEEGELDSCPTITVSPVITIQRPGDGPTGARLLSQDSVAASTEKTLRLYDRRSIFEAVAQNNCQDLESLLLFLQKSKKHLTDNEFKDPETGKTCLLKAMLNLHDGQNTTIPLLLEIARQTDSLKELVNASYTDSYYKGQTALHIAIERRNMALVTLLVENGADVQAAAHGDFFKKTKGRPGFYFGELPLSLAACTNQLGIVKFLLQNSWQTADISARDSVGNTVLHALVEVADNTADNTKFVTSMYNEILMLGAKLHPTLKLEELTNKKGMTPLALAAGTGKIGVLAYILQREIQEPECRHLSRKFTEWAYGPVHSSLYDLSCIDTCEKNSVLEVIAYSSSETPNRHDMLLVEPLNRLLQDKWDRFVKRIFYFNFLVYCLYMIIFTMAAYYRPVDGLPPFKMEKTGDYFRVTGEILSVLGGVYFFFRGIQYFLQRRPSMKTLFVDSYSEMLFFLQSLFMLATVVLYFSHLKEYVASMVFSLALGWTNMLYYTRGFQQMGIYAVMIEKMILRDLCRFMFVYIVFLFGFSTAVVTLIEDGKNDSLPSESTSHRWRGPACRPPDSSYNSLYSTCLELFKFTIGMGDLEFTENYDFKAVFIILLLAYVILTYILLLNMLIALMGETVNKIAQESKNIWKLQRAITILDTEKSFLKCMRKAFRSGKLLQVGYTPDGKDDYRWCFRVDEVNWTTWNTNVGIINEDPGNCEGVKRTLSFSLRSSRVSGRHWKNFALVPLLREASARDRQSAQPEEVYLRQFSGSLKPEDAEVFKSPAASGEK
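TRPV1-expressing cells were cultured overnight at 35.5C and loaded with Fluo-8 calcium dye for 40 to 90 min at room temperature. After a 10 s baseline, compound was added and calcium influx was read kinetically for 3 min (ex 480/em 520 nm).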
A-T KAP1 phos – candidate therapy for ataxia-telangiectasia; Potency, µM (doses to about 57.5 µM), inactives show at the top dose activation, hits mostly activators; […] A-T fibroblasts, KAP-1 phosphorylation AlphaLISA; neocarzinostatin DNA damage 30 min before lysis; hit rate 0.19% among 320,000; further: potency means the concentration at half of the fitted maximal effect; % of control where 0% means no effect; nearly all actives have a fitted effect of over 45% in size
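hTERT-immortalized A-T patient fibroblasts ([…]), 500 cells/well in OPTI-MEM, 1% FBS, got compounds for 60 min, then NCS for 30 min at 37C. Lysates were then assayed for phospho-KAP-1 by AlphaLISA (anti-pKAP1 donor, anti-KAP1 acceptor beads), 6 hr at 25C.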
* = called active by the depositor; ? = inconclusive; / = not tested or not shown; [ ] = another dose, or the depositor's remark. Unless noted, the call rests on the fitted dose curve; in most records, active means well fitted curve in the direction sought with a large enough effect; inconclusive means small, poorly fitted or top-dose-only effect, or another doubt; inactive means no such curve, though single readings can be large; an effect the other way counts as inactive or inconclusive.

item	mol	Eya2 inh	KCNH2 3.1 inh	hERG WT inh	ELG1 repair inh	TSHR antag	Mito fusion act	USP2a block	TCR activator	TRPV1 ag	A-T KAP1 phos
1	O=C(COc1ccc([N+](=O)[O-])cc1)Nc1ccccc1N1CCCC1	-3%	-10	7	-4%	-8	1%	3%	11%	-1	-6%
2	Cc1cc(C)c(C(=O)CSc2nc3ccccc3c(=O)[nH]2)cc1C	5%	16	-14	?	-10	10%	2%	7%	2	-2%
3	CCOC(=O)N1CCC(N(C(=O)Nc2ccc(Cl)c(Cl)c2)C(C)CC)CC1 (centres undefined)	-2%	17	9	?	9	2%	3%	0%	1	9%
4	N#CCC(=O)N/N=C/c1coc2ccccc2c1=O	-1%	-6	1	-8%	-8	1%	-1%	-1%	2	2%
5	CSc1nnc2ccc(-c3cccs3)nn12	-2%	2	-28	?	-9	1%	-12%	3%	2	1%
6	CCn1c(NC(=O)c2ccc(COc3ccc(C)cc3[N+](=O)[O-])o2)nc2ccccc21	4%	-6	-15	?	1	10%	3%	-5%	0	-1%
7	Cc1ccc(NC(=O)c2cc([N+](=O)[O-])ccc2NCc2cccnc2)cc1	?	-19	2	?	-8	10%	1%	2%	3	-5%
8	COc1ccc(OCC(=O)NCCCNC(=O)COc2ccc(OC)cc2)cc1	-21%	0	-8	2%	-1	3%	-1%	-6%	1	7%
9	CCOc1cc(S(=O)(=O)N2CCCCC2)ccc1Cl	4%	-2	-4	6%	12	0%	1%	3%	17	8%
10	CCCn1c(N)c(N(CCOC)C(=O)COC(=O)CSc2cc(C)c3ccccc3n2)c(=O)[nH]c1=O	-8%	3	-3	13%	2	0%	-3%	-1%	3	/
11	O=C(NC1CCCCC1)N(Cc1ccc(F)cc1)Cc1nc2ccccc2c(=O)[nH]1	-9%	8	7	7%	19	-4%	-1%	-26%	16	15%
12	CCOC(=O)C1=C(N)Oc2ccc3ccccc3c2C1c1cccc(O)c1 (centres undefined)	-14%	14	-9	-8%	-8	-10%	-15%	3%	?	-9%
13	CCCOc1cccc(C2C(C(=O)c3ccc(C)o3)=C(O)C(=O)N2c2nc(C)c(C(C)=O)s2)c1 (centres undefined)	-11%	-2	1	13%	34	-5%	0%	1%	10	2%
14	O=C(NCC1CCCO1)c1ccc(CSCc2cccc(F)c2)o1 (centres undefined)	4%	-3	4	-9%	-4	5%	1%	0%	4	3%
15	Cc1cc(=O)oc(C)c1C(=O)NC1CCCCCCC1	-1%	0	-1	-9%	6	-6%	-2%	4%	1	-9%
16	Nc1ccc(S(=O)(=O)NCc2ccccn2)cc1	10%	-4	8	-7%	-4	-5%	2%	1%	-3	-3%
17	COc1cccc2c1O/C(=N\O)C(C(=O)Nc1ccc(C)cc1)C2 (centres undefined)	12%	-17	4	-24%	2	-7%	-15%	0%	6	-6%
18	Cc1c(C(=O)NCCSCc2ccco2)cccc1[N+](=O)[O-]	-2%	8	-4	4%	-8	-6%	0%	-4%[46.1 µM]	19	3%
19	Cc1ccc(C(C)NC(=S)NC2CCCCC2)c(C)c1 (centres undefined)	-6%	10	2	?	9	-7%	3%	2%	?	-1%
20	Cc1cccc(C)c1OCCCCn1cnc2ccccc2c1=O	-1%	-15	8	-8%	-2	2%	1%	0%	/	0%
21	COCCn1c(SCC(=O)N2CCC(C)CC2)nc2ccccc2c1=O	-11%	-36	-5	-2%	-14	-1%	1%	/	?	5%
22	CCN(CC)CCN(C)C1CCC(c2ccccc2)CC1 (centres undefined)	7%	-13	0	-4%	3	-1%	2%	-6%[46.1 µM]	1	13%
23	CCS(=O)(=O)c1ccc2oc(SCC(=O)c3ccco3)nc2c1	4%	8	1	10%	-9	-1%	3%	3%	0	10%
24	O=C1CSC(=S)N1c1cccc(F)c1	2%	-1	-5	-7%	15	4%	0%	2%	5	5%
25	COc1ccc(CNC(=O)c2nc(S(=O)(=O)Cc3ccccc3)ncc2Cl)cc1	3%	19	-2	?	-38	-18%	0%	-6%	2	6%
26	COc1ccc(C2CC(c3ccccc3)=NN2C(=O)COC(=O)c2nc3nc(C)cc(C)n3n2)cc1 (centres undefined)	-27%	-4	3	12%	-3	5%	-4%	-4%	1	-1%
27	N#Cc1c(N)n(CCOC(=O)c2ccc(Cl)cc2)c2nc3ccccc3nc12	-35%	-15	-3	?	-10	-3%	0%	-3%	6	29%
28	CC(Sc1nnc(CNc2cccc3ccccc23)n1-c1ccccc1)C(=O)N/N=C/c1ccco1 (centres undefined)	?	0	-1	-1%	-5	-1%	2%	2%	-4	-3%
29	COc1ccnc(-n2cccc2C#N)c1C#N	4%	2	-4	16%	5	3%	0%	-5%	0	2%
30	CCN(C1CCCCC1)S(=O)(=O)c1cc2c3c(c1)CCN3C(=O)CC2	-4%	16	1	/	9	-1%	-2%	-1%	0	/
31	O=C(O)c1cccc(Nc2ncnc3c2cnn3-c2ccccc2)c1	9%	-18	-10	?	-10	-1%	-1%	5%	2	-2%
32	CC(C)Nc1nc(Cl)nc(NN(C)c2nc(N(C)C)nc(N(C)C)n2)n1	-4%	-23	3	-4%	1	19%	-1%	-6%[46.1 µM]	6	1%
33	O=C(N/N=C/c1cccc(Oc2ccccc2)c1)c1cc[n+]([O-])cc1	-6%	/	-4	-16%	14	-4%	1%	5%	16	0%
34	CCCCNC(=O)C1c2ccccc2Oc2ccccc21	13%	4	-26	9%	-6	4%	2%	3%	-1	0%
35	CC(C)OC(=O)/C(C#N)=C/c1cn(C)c2ccccc12	-17%	11	27	14%	13	12%	2%	-6%	17	8%
36	CCOc1ccc(/C=C/C(=O)c2c(O)c3ccccc3oc2=O)cc1	12%	1	-3	15%	8	-5%	-2%	1%	-2	9%
37	FC(F)(F)c1cc(C(F)(F)F)c2ccc(Oc3ccccc3)nc2n1	-4%	-26	-5	4%	2	2%	2%	-2%	6	2%
38	Cc1ccc(NC(=O)/C(C#N)=C/c2ccc(C)s2)c(C)c1	-9%	-3	-11	?	-6	0%	14%	1%	-1	-4%
39	CCN1C(=O)[C@@H]2[C@@H](c3ccc(-c4ccc(C(C)=O)cc4)cc3)N3CCCC[C@@]3(C(=O)OC)[C@@H]2C1=O	-18%	?	18	?	-11	29%	4%	1%	-1	4%
40	Cc1ccc(NC(=O)c2ccco2)c(NC(=O)c2ccccc2C)c1	-2%	-7	-5	6%	13	-1%	-2%	-2%	18	2%
41	Cc1cc(=O)oc2cc(NC(=O)CCCC(=O)O)ccc12	-17%	-3	-15	?	5	2%	4%	1%	7	-1%

Compounds from the list above that contain an aryl thioether with sulfur outside any ring (six):
item	mol	Eya2 inh	KCNH2 3.1 inh	hERG WT inh	ELG1 repair inh	TSHR antag	Mito fusion act	USP2a block	TCR activator	TRPV1 ag	A-T KAP1 phos
2	Cc1cc(C)c(C(=O)CSc2nc3ccccc3c(=O)[nH]2)cc1C	5%	16	-14	?	-10	10%	2%	7%	2	-2%
5	CSc1nnc2ccc(-c3cccs3)nn12	-2%	2	-28	?	-9	1%	-12%	3%	2	1%
10	CCCn1c(N)c(N(CCOC)C(=O)COC(=O)CSc2cc(C)c3ccccc3n2)c(=O)[nH]c1=O	-8%	3	-3	13%	2	0%	-3%	-1%	3	/
21	COCCn1c(SCC(=O)N2CCC(C)CC2)nc2ccccc2c1=O	-11%	-36	-5	-2%	-14	-1%	1%	/	?	5%
23	CCS(=O)(=O)c1ccc2oc(SCC(=O)c3ccco3)nc2c1	4%	8	1	10%	-9	-1%	3%	3%	0	10%
28	CC(Sc1nnc(CNc2cccc3ccccc23)n1-c1ccccc1)C(=O)N/N=C/c1ccco1 (centres undefined)	?	0	-1	-1%	-5	-1%	2%	2%	-4	-3%

High-throughput results as filed in PubChem.

The list is partial, so the mix of outcomes need not match the whole.
